Screening data (PubChem)
PAFAH2 FP inh: PAFAH2 enzyme inhibitors, primary screen, biochemical, fluorescence polarization, human. recombinant PAFAH2, FP-rhodamine activity probe. inhibition, % at 3.39 µM. Platelet-activating factor acetylhydrolase 2, cytoplasmic (Homo sapiens), Q99487. 0.99% of 340,000 active;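 active = inhibition above the mean over all tested compounds plus 3 SD, cut at about 30% in these data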;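 note: inhibitors block probe labeling of enzyme so polarization drops; 0% = enzyme with DMSO and 100% = wells lacking PAFAH2 protein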
proCasp7 act: procaspase-7 activators, primary screen, counter-screen for procaspase-3 activator project, biochemical, absorbance, HTS, human; Caspase-7 (Homo sapiens), P55210; recombinant procaspase-7, Ac-DEVD-pNA absorbance 405 nm; D23A/D198A/D206A triple mutant, cannot self-cleave; scale: DMSO 0, 5 µM enzyme 100; activation, % at 8.5 µM; 0.093% of 330,000 active;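 active = percent activation above the screen-wide mean plus 3 SD, cut at about 25% in these data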
Target sequence (P55210 whole entry D23A/D198A/D206A): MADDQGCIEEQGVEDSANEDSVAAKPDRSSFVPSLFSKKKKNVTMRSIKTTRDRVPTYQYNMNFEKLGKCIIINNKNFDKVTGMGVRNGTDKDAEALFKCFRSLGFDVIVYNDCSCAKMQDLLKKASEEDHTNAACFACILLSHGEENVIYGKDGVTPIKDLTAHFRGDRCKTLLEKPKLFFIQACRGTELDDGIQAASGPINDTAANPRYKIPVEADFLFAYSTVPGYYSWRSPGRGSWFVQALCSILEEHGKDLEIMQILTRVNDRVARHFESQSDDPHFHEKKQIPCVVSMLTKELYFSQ
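signal = Epi-absorbance of released pNA at 405 nm, two timepoints | assay system = Uncleavable procaspase-7 mutant enzyme | reagent = Ac-DEVD-pNA substrate, 400 µM as added | times = 1 h enzyme–compound preincubation and 2 h substrate reaction, both 25 °C | benchmarks = low DMSO alone, high DMSO plus 5 µM PC-7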
proCasp3 act: activators of human procaspase-3 D3A mutant, primary screen, biochemical, absorbance, PC-3 D3A mutant, single concentration. recombinant procaspase-3 D3A, Ac-DEVD-pNA absorbance 405 nm. AID 463141, 2010. activation, % at 8.5 µM. 0.11% of 330,000 active;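 active = activation above the mean of all tested compounds plus 3 SD, cut at about 21% in these data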;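 note: 0% = DMSO alone and 100% = DMSO wells spiked with extra 5 µM PC-3 D3A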
Target sequence (P42574 whole entry D9A/D28A/D175A): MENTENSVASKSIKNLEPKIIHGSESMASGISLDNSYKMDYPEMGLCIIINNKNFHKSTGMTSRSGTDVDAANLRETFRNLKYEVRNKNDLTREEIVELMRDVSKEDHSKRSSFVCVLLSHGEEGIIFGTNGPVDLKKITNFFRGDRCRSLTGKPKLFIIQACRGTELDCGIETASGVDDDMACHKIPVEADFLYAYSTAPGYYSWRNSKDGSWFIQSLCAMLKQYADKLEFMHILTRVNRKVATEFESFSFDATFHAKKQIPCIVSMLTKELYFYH
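Assay system – Procaspase-3 D3A mutant · Benchmarks – DMSO low control, extra-enzyme high control · Technique – 405 nm absorbance of p-nitroaniline, reads at 0 and 120 min · Doses – 8.5 µM nominal · Measure – % activation between DMSO and enzyme-spiked controls · Also added – Ac-DEVD-pNA chromogenic peptide substrate · Schedule – 1 h compound preincubation, 2 h substrate hydrolysis at 25 °C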
The depositor's hits bear a star. The list is partial; the hit share may differ from the screen's.

SMILES	PAFAH2 FP inh	proCasp7 act	proCasp3 act
CC(C)[C@H]1COCCS(=O)(=O)N1Cc1ccccc1-c1cccc2c1oc1ccccc12	-1.8	-9.0	4.8
CCCCOc1ccccc1-c1ccccc1CN1[C@@H](C(C)C)COCCS1(=O)=O	-1.8	8.3	1.0
Nc1ncnc2c1ncn2[C@@H]1O[C@H](CNC(=O)[C@@H]2CCN2)[C@@H](O)[C@H]1O	-3.8	-3.4	1.8
CC[C@]12c3[nH]c4cc(-c5ccco5)ccc4c3CCN1C(=O)[C@@H](CC(=O)NCCCN(C)C)C[C@@H]2C(=O)N1CCN(C(=O)C2CC2)CC1	-1.9	3.7	-1.2
COc1cccc(C(=O)c2c(-c3ccccc3)ncc3cc(OC)c(OC)cc23)c1	-4.5	-5.7	-1.4
CN(C)CCCNC(=O)C[C@H]1C[C@H](C(=O)N2CCOCC2)[C@@]2(C)c3[nH]c4ccc(Cl)cc4c3CCN2C1=O	2.4	6.0	0.9
COc1cc(OC)c2c(-c3cccc(-c4ccc(NC(C)=O)cc4)c3)cc(=O)oc2c1	-12.8	-3.1	-0.2
CCN(CC)C(=O)[C@H]1CC(CC(=O)NCCC2=CCCCC2)C(=O)N2CCc3c([nH]c4ccc(OC)cc34)[C@]12C (stereo partly specified)	-4.3	-3.7	-0.8
COc1cc(=O)oc(CCC(C)O)c1C (stereo unspecified)	-1.8	16.5	2.6
CC(C)(C)NC(=O)C[C@H]1C[C@H](C(=O)N2CCCCC2)[C@@]2(CCc3ccccc3)c3[nH]c4cc(-c5ccco5)ccc4c3CCN2C1=O	-4.2	-0.5	-5.2
CCN1C[C@@H]2[C@@H]3C(=O)N(Cc4ccccc4)C(=O)[C@@H]3[C@](Cc3ccccc3)(C(=O)OC)N2C1=NC	0.4	5.5	-3.4
COc1ccc2[nH]c3c(c2c1)CCN1C(=O)C(CC(=O)NCCN2CCOCC2)C[C@H](C(=O)N2CCCCC2)[C@@]31CCc1ccccc1 (stereo partly specified)	0.5	-3.0	-4.5
CC[C@]12c3[nH]c4cc(-c5ccco5)ccc4c3CCN1C(=O)[C@@H](CC(=O)NCCCN(C)C)C[C@@H]2C(=O)N1CCN(C(=O)c2ccco2)CC1	2.6	0.7	-9.1
CC(C)=CCC/C(C)=C/CNC(=O)C[C@H]1C[C@H](C(=O)N(C(C)C)C(C)C)[C@@]2(C)c3[nH]c4cc(CCC(=O)N(C)C)ccc4c3CCN2C1=O	-1.7	-0.1	7.0
COc1cc2sc(-c3ccccc3OC)c(-c3ccc(OCCN4CCOCC4)cc3)c2cc1OC	8.5	-1.2	1.2

The final 2 records of the part before are carried over, then new ones follow.
SMILES	PAFAH2 FP inh	proCasp7 act	proCasp3 act
CC(C)=CCC/C(C)=C/CNC(=O)C[C@H]1C[C@H](C(=O)N(C(C)C)C(C)C)[C@@]2(C)c3[nH]c4cc(CCC(=O)N(C)C)ccc4c3CCN2C1=O	-1.7	-0.1	7.0
COc1cc2sc(-c3ccccc3OC)c(-c3ccc(OCCN4CCOCC4)cc3)c2cc1OC	8.5	-1.2	1.2
CC(C)N(C(=O)[C@H]1C[C@H](CC(=O)NCc2ccco2)C(=O)N2CCc3c([nH]c4cc(-c5ccco5)ccc34)[C@]12C)C(C)C	-3.0	-5.5	2.1
CC1=CC(c2ccccc2)=NS(=O)(=O)N1	4.9	-1.7	-4.7
CCOC(=O)c1c(O)cc(OC)cc1CCc1ccccc1	-2.0	-0.9	0.3
CCOC(=O)C1=CN(Cc2ccco2)S(=O)(=O)N(CC)C1c1cccc(OC)c1 (stereo unspecified)	9.7	-6.5	-12.2
COc1ccc(C(CCN2CCOCC2)c2c(OC)cc(OC)c3c(-c4ccccc4)cc(=O)oc23)cc1 (stereo unspecified)	9.4	-1.8	-4.3
CCCCNC(=O)C(C)N(CCN(C)C)C(=O)CCCN1C(=O)NC(c2ccc(Cl)cc2)C(C(=O)OCc2ccccc2)=C1C (stereo unspecified)	0.7	4.8	-8.0
CCN(CC)C(=O)[C@H]1C[C@H](CC(=O)NCCN2CCOCC2)C(=O)N2CCc3c([nH]c4ccc(Cl)cc34)[C@]12C	-3.4	2.6	1.8
C[C@H]1C(=O)N(c2ccccc2)[C@@H]1c1ccccc1	-0.8	7.8	-2.2
O=C1OCCN1C(=O)[C@H]1[C@H](c2ccc(F)cc2)C(c2cccc(Cl)c2)=NN1c1ccccc1	-2.6	2.3	6.6
CC[C@]12c3[nH]c4cc(CCC(=O)N(C)C)ccc4c3CCN1C(=O)[C@@H](CC(=O)NCCCn1ccnc1)C[C@@H]2C(=O)N1CCN(C(=O)c2ccco2)CC1	0.2	-0.6	0.9
CCN1Cc2cc(OC)ccc2-c2ccccc2S1(=O)=O	-8.1	7.7	-3.8
COCCCNC(=O)CC1C[C@H](C(=O)N2CCOCC2)[C@@]2(C)c3[nH]c4ccc(OC)cc4c3CCN2C1=O (stereo partly specified)	2.1	-0.2	8.1
Cc1ccc(C)c(N2CCN(C(=O)CCc3nc(-c4cccc(Cl)c4)no3)CC2)c1	-3.2	3.7	2.7
COc1ccc(CNC(=O)C[C@H]2C[C@H](C(=O)N(C(C)C)C(C)C)[C@@]3(C)c4[nH]c5cc(-c6ccco6)ccc5c4CCN3C2=O)cc1OC	3.4	-3.6	-1.0
O=C(c1ccc[nH]1)N1O[C@@H]2C=C[C@H]1C2	1.5	-20.3	-4.8
O=C1[C@H](Oc2ccccc2)[C@@H](c2ccccc2)N1c1ccncc1	6.1	1.5	-5.1
CC[C@]12c3[nH]c4cc(CCC(=O)N(C)C)ccc4c3CCN1C(=O)[C@@H](CC(=O)NCCN1CCOCC1)C[C@@H]2C(=O)N1CCN(C(=O)C2CC2)CC1	2.9	15.4	-5.7
CN(C)C(=O)CCc1ccc2c3c([nH]c2c1)[C@]1(CCc2ccccc2)[C@@H](C(=O)N2CCCCC2)C[C@H](CC(=O)NCCCn2ccnc2)C(=O)N1CC3	1.2	-2.5	-1.1
COC(=O)c1ccc(CSC2=NC[C@@H]3[C@@H]4C(=O)N(Cc5ccccc5)C(=O)[C@@H]4[C@](C)(C(=O)OC)N23)cc1	0.7	-8.1	0.4
CC[C@]12c3[nH]c4cc(-c5ccco5)ccc4c3CCN1C(=O)[C@@H](CC(=O)NCc1cccc(C(F)(F)F)c1)C[C@@H]2C(=O)N1CCN(C(=O)c2ccco2)CC1	-0.2	-12.2	1.5
O=C(NC[C@@H]1CC[C@@H](Cc2ccc(-c3ccccc3)cc2)O1)Nc1ccc(Br)cc1	-21.9	-0.9	5.0
CCN1C(=O)[C@H]2[C@H]3CN=C(SCc4ccccc4)N3[C@@](C)(C(=O)OC)[C@H]2C1=O	1.8	-2.6	-1.7
COc1ccc2[nH]c3c(c2c1)CCN1C(=O)C(CC(=O)NCCCn2ccnc2)C[C@H](C(=O)N2CCOCC2)[C@@]31C (stereo partly specified)	1.5	-4.9	-6.6
C=CCN1C(=O)[C@H]2CCC=C[C@H]2[C@@H]1c1cccc(C)c1	-2.5	-0.3	-6.8
CCN(CC)C(=O)[C@H]1C[C@H](CC(=O)NCCCn2ccnc2)C(=O)N2CCc3c([nH]c4cc(-c5ccco5)ccc34)[C@]12C	0.0	0.0	-2.7
CC(=O)c1ccc(-c2ccc(-c3cc(=O)oc4c(C(C)C)ccc(C)c34)cc2)cc1	5.9	-0.8	3.6
CC(C)N(C(=O)[C@H]1C[C@H](CC(=O)NCc2ccco2)C(=O)N2CCc3c([nH]c4ccc(Cl)cc34)[C@]12C)C(C)C	2.7	-4.5	-3.0
C[C@]12c3[nH]c4cc(-c5ccco5)ccc4c3CCN1C(=O)[C@@H](CC(=O)NCCc1ccccn1)C[C@@H]2C(=O)N1CCOCC1	0.3	-3.5	3.0
CC(C)[C@@H](N)C(=O)NC[C@H]1O[C@@H](n2cnc3c(N)ncnc32)[C@H](O)[C@@H]1O	-4.3	13.2	-0.8
Cc1cn([C@H]2C[C@H](O)[C@@H](CCC(=O)NCCc3c[nH]c4ccccc34)O2)c(=O)[nH]c1=O	-2.9	6.6	9.0
Cc1ccc(C(C)C)c2c1C(c1ccc3c(c1)OCO3)CC(=O)O2 (stereo unspecified)	0.0	9.7	4.8
CCCCN1CCS(=O)(=O)N(Cc2ccccc2Br)CC(C(=O)OC)C1 (stereo unspecified)	-5.9	-1.3	6.4
CC[C@]1(C(=O)OC)[C@H]2C(=O)N(C)C(=O)[C@H]2[C@H]2CN=C(SCc3ccc(Cl)cc3)N21	3.8	-5.8	-1.5
CC[C@]12c3[nH]c4ccc(Cl)cc4c3CCN1C(=O)[C@@H](CC(=O)NCCN1CCOCC1)C[C@@H]2C(=O)N1CCN(C(=O)c2ccco2)CC1	-2.2	21.4	2.7
CCOC(=O)C1=CN(Cc2cccc(F)c2)S(=O)(=O)NC1c1ccccc1 (stereo unspecified)	-1.2	1.1	-0.3
C[C@]12c3[nH]c4ccc(Cl)cc4c3CCN1C(=O)[C@@H](CC(=O)NCCCn1ccnc1)C[C@@H]2C(=O)N1CCOCC1	-4.0	7.5	-4.7
CC[C@]12c3[nH]c4ccc(OC)cc4c3CCN1C(=O)C(CC(=O)NC/C=C(\C)CCC=C(C)C)C[C@@H]2C(=O)N1CCN(C(=O)c2ccco2)CC1 (stereo partly specified)	2.7	5.0	1.9
CC[C@]12c3[nH]c4cc(CCC(=O)N(C)C)ccc4c3CCN1C(=O)[C@@H](CC(=O)NCc1ccc(OC)c(OC)c1)C[C@@H]2C(=O)N1CCN(C(=O)c2ccco2)CC1	-1.6	5.7	7.6
COc1ccc2c(c1)c([C@@H]1[C@H](C)[C@H]3CCCC[C@H]3CN1S(=O)(=O)c1ccc(C)cc1)cn2C	-3.6	5.0	1.5
CCC(=O)CN(Cc1cc(OC)ccc1OC)S(=O)(=O)c1ccccc1Br	-3.7	3.1	2.6
CC1=CC[C@@]23CCCN2C(=O)CCC[C@H]3C1	5.1	0.4	-1.5
Cc1ccc(-c2cccc([C@H]3[C@@H]4C=CC[C@@H](C)[C@@H]4C(=O)N3Cc3ccccc3)c2)cc1	2.8	-2.2	0.1
COc1ccc(C2CC(=O)Oc3ccc(OC)cc32)cc1 (stereo unspecified)	0.1	8.7	0.5
O=C(Cn1cnc2c(NCc3ccccc3)ncnc21)NCCCc1ccccc1	5.0	-2.2	-6.5
COc1ccc2[nH]c3c(c2c1)CCN1C(=O)C(CC(=O)NCCCn2ccnc2)C[C@H](C(=O)N2CCCCC2)[C@@]31CCc1ccccc1 (stereo partly specified)	1.5	-2.9	-1.7

Of the compounds above, these contain bromine:
SMILES	PAFAH2 FP inh	proCasp7 act	proCasp3 act
O=C(NC[C@@H]1CC[C@@H](Cc2ccc(-c3ccccc3)cc2)O1)Nc1ccc(Br)cc1	-21.9	-0.9	5.0
CCCCN1CCS(=O)(=O)N(Cc2ccccc2Br)CC(C(=O)OC)C1 (stereo unspecified)	-5.9	-1.3	6.4
CCC(=O)CN(Cc1cc(OC)ccc1OC)S(=O)(=O)c1ccccc1Br	-3.7	3.1	2.6

More results follow.
SMILES	PAFAH2 FP inh	proCasp7 act	proCasp3 act
CCOC(=O)C1C(C(=O)OC)=C(C(=O)OC)c2ccccc2N1S(=O)(=O)C(F)(F)F (stereo unspecified)	-7.4	8.8	4.8
COc1ccc2sc(-c3ccccc3OC)c(-c3ccc(OCCN4CCOCC4)cc3)c2c1	3.4	2.1	0.1
COC(=O)[C@@]1(Cc2ccccc2)[C@H]2C(=O)N(C)C(=O)[C@H]2[C@H]2CN=C(SC)N21	2.3	6.4	-3.4
COc1ccc2[nH]c3c(c2c1)CCN1C(=O)C(CC(=O)NCCc2ccccn2)C[C@H](C(=O)N2CCOCC2)[C@@]31CCC1CCCC1 (stereo partly specified)	2.4	16.3	2.3
C[C@]12c3[nH]c4ccc(Cl)cc4c3CCN1C(=O)[C@@H](CC(=O)NCCC1=CCCCC1)C[C@@H]2C(=O)N1CCCCC1	2.1	15.1	-4.2
CCOC(=O)C1=CN(CC)S(=O)(=O)NC1CCc1ccccc1 (stereo unspecified)	-1.8	6.1	-9.3
CC[C@]1(C(=O)OC)[C@H]2C(=O)N(C)C(=O)[C@H]2[C@H]2CN=C(SCc3ccc(C(=O)OC)cc3)N21	1.4	-2.4	5.8
COCCCNC(=O)C[C@H]1C[C@H](C(=O)N2CCCCC2)[C@@]2(CCc3ccccc3)c3[nH]c4cc(CCC(=O)N(C)C)ccc4c3CCN2C1=O	3.4	-0.5	-3.9
CCOC(=O)C1=CN(Cc2ccco2)S(=O)(=O)N(C)C1c1ccc(F)c(Cl)c1 (stereo unspecified)	6.6	-10.9	-2.5
CC[C@]12c3[nH]c4ccc(OC)cc4c3CCN1C(=O)C(CC(=O)NCCc1ccccn1)C[C@@H]2C(=O)N1CCN(C(=O)c2ccco2)CC1 (stereo partly specified)	0.8	1.3	-5.0
COC(=O)[C@H](CC(C)C)NC(=O)Cn1cnc2c(NCc3ccccc3)ncnc21	4.2	-12.6	2.8
